From PubChem BioAssay
MITF primary = MITF inhibitors, primary screen, biochemical, AlphaScreen, human | inhibition, % at 2.6 µM | 650,000 tested, 0.91% active | AlphaScreen MITF homodimerization, bead proximity signal; in the data active = inhibition above about 50%;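 also: 0% = vehicle wells with protein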
TEAD-YAP inh = TEAD-YAP interaction inhibition, primary screen, TEAD-YAP interaction inhibitor project, luminescence, HEK-TIYL cells; TEAD-Gal4/YAP UAS-luciferase luminescence; inhibition, % at 9.12 µM; 640,000 tested, 1.4% active; AID 1259422, 2018; in the data active = inhibition above about 32%;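 also: 0% = median of test compound wells and 100% = reference inhibitor wells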
FBW7 activator = FBW7 E3 ligase activators, primary screen, biochemical, AlphaScreen, human. AlphaScreen FBW7–phospho-cyclin E peptide binding, activator screen. normalized activity (activation), % at 26.1 µM. 650,000 tested, 0.13% active. AID 1259310, 2017; in the data active = normalized activity above about 1.9%;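 also: purified mutant Fbw7 with reduced substrate affinity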
Target sequence (Q969H0 whole entry, looked up): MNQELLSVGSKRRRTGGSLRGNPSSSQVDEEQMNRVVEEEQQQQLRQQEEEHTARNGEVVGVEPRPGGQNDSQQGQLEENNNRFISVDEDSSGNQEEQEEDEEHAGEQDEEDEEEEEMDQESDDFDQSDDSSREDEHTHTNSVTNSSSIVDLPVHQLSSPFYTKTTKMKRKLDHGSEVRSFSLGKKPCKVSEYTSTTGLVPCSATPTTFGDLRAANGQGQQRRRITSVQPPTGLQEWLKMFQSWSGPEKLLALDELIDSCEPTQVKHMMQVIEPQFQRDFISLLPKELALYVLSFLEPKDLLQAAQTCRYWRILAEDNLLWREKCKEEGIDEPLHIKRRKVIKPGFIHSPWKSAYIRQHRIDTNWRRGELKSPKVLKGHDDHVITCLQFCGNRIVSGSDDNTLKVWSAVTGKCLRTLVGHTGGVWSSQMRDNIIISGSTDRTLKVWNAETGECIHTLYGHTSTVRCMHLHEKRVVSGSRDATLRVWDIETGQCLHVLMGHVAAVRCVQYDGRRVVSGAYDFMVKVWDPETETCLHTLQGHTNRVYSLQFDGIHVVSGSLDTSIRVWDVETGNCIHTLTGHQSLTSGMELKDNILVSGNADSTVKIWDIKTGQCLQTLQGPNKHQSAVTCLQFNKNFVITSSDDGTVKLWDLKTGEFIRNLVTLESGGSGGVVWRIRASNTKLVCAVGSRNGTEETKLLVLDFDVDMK
GPR151 ag = activators of human GPR151, primary screen, cell-based, PathHunter beta-arrestin, luminescence; activation, % at 11.2 µM; G-protein coupled receptor 151 (Homo sapiens), Q8TDV0; PathHunter beta-arrestin GPR151 cells; 650,000 tested, 1% active; in the data active = activation above about 4.9%;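 also: 0% = median of compound wells and 100% = cells with positive control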
Target sequence (Q8TDV0 whole entry, looked up): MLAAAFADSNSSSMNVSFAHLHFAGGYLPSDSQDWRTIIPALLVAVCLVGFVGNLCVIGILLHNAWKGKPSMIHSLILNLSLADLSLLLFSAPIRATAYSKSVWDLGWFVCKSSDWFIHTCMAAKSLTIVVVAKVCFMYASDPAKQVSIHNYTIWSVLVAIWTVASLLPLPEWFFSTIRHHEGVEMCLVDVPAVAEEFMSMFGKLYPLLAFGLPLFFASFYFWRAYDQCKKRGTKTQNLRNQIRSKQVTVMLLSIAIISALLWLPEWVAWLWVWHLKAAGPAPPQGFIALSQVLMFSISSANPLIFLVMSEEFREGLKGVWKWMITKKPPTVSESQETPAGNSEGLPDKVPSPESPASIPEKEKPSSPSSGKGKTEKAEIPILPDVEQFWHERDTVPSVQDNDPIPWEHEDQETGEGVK
Numbers without * were called inactive; & = joins results of further samples. Compounds as they come; about 3.5% have a hit in one of these screens.

Values run as follows: GPR151 ag, TEAD-YAP inh, FBW7 activator, MITF primary
COc1ccc(/C=N/NC(=O)c2sc(C)nc2C)cc1
→ 1.3, 18, -0.1, 2
Cc1cccc(NC(=S)NCC2CCCO2)c1C (stereo not given)
→ -0.4, 0, -0.1, -7
NC(=O)CSc1nnc(-c2cnccn2)o1
→ 1.4, -1, 0.2, -5
Cc1nc(N2CCCC2C(=O)N2CC3CCC2C3)nc2ccccc12 (stereo not given)
→ 0.1, -9, -0.1, -5
O=C(NCc1ccccc1)N(CCN1CCCC1)Cc1cc2cc3c(cc2[nH]c1=O)OCO3
→ -0.5, 4, 0.0, 29
O=C(/C=C/c1cccc([N+](=O)[O-])c1)NCc1cccnc1
→ 1.6, 3, -0.1, -2
COc1ccc(OCc2nnc(SCC(=O)NCc3ccccc3)n2C)cc1
→ 0.8, -5, -0.2, 5
Cc1ccccc1N(C)S(=O)(=O)c1ccc2[nH]cc(C(=O)N3CCc4ccccc43)c(=O)c2c1
→ -1.6, -5, 0.2, 1
COC(=O)c1ccc(Cn2nc(C)c(Cl)c2C)cc1
→ -0.9, -4, 0.0, 4
NC(=O)c1cc2ccccc2oc1=Nc1ccc(C(F)(F)F)cc1
→ -0.9, -10, 0.7, 5
COc1ccc(-c2csc(NC(=O)c3ccc(C)o3)n2)cc1
→ 9.6*, 0, 0.0, 10
COc1ccc(C2CC(c3cccs3)=NN2C(=O)CSc2nnc(CNC(=O)c3ccccc3OC)n2-c2cccc(Cl)c2)cc1 (stereo not given)
→ 0.5, -18, 0.1, 19
CCOc1ccc(CN2CCN(Cc3ccccc3[N+](=O)[O-])CC2)cc1
→ 2.4, 10, 0.0, 56*
CC(CCn1cccn1)NCc1c(C(=O)N2CCCCCCC2)nc2ccc(Cl)cn12 (stereo not given)
→ -0.8, -4, 0.0, 8
C=CCn1c(SCc2ccc(OC(F)(F)F)cc2)nc2ccccc2c1=O
→ 3.3, 5, 0.5, 6
Cc1c(C(=O)Nc2cccc3nsnc23)cccc1[N+](=O)[O-]
→ 0.1, -7, 0.1, 2
O=C(Nc1nc(-c2ccc(Cl)c(Cl)c2)cs1)C1CC1
→ 0.5, -25, -0.2, 18
Cc1cc(C(=O)O)ccc1N/C=C1\CCCC(C)C1=O (stereo not given)
→ -1.7, -28, -0.1, 3
O=C(c1cccnc1)N1CCC(CO)(CCc2ccccc2)CC1
→ 0.2, 0, -0.2, -4
Nc1nc(SCC(=O)Nc2ccccc2)n[nH]1
→ -0.1, -2, -0.2, 1
CCC(Sc1nnc2c3ccccc3n(C)c2n1)C(=O)N1CCCc2ccccc21 (stereo not given)
→ 0.8, 0, 0.0, 3
COc1ccccc1NC(=O)CN1C(=O)C2(SCC(=O)N2c2ccc(F)cc2)c2cccc(C)c21 (stereo not given)
→ 1.0, -5, 0.0, -1
CCCCCc1c(O)nc(SCCN2CCOCC2)[nH]c1=O
→ 0.5, -2, 0.0, 1
COC(=O)C1=CN(C2CCCC2)C=C(C(=O)OC)C1c1cccc(Cl)c1
→ -0.4, -5, 0.5, -24
Cc1ccc2c(c1)CN(CC(=O)NC(C)c1c(C)nn(C)c1C)CC(c1ccsc1)O2 (stereo not given)
→ 0.0, -2, -0.2, 29
COc1ccc(CCNC(=O)c2cccc(NCc3ccc4c(c3)OCO4)n2)cc1
→ -0.5, -4, -0.1, 6
COc1cc2c(cc1OC)CN(Cc1ccc(NC(C)=O)cc1)CC2
→ -0.7, 9, 0.4, 41
CC(C)[C@H]1C(=O)C(C)(C)C(=O)O[C@@H]1c1ccc(Cl)cc1Cl
→ 0.5, 7, 0.3, -22
O=C(Nc1c(C(=O)N2CCCCC2)cnn1-c1ccccc1)c1ccccc1F
→ 1.5, 7, 0.1, 17
Cc1ccc(C(=O)N2CCN3C(=O)[C@H](CC(C)C)NC(=O)[C@H]3C2)cc1F
→ 0.2, -7, 0.0, 6
O=C(Oc1ccccc1Br)c1cccc(S(=O)(=O)N2CCOCC2)c1
→ 0.1, 2, -0.1, -1
C=CCNC(=O)CC(=O)N/N=C/c1cccc(OCC=C)c1
→ -0.9, 8, 0.0, -7
CC(C)(C)C(=O)/C=C/Nc1ccc(Cl)c([N+](=O)[O-])c1
→ 3.7, -15, -0.3, -1
O=C(Nc1c(C(=O)Nc2ccc(F)cc2)cnn1-c1ccccc1)c1ccccc1F
→ -0.1, -8, -0.1, -7
O=C(NC1CCS(=O)(=O)C1)c1ccc(Br)cc1 (stereo not given)
→ 0.0, 7, 0.0, 1
CC(=O)Oc1cc2c(C(=O)NC3CC(C)(C)NC(C)(C)C3)c(C)oc2c2ccccc12
→ 3.1, -10, -0.1, 1
CCOC(=O)CN1NC2(CCCCCCC2)NC1=S
→ 1.3, -8, 0.0, -4
CCN1C(=O)c2ccccc2S(=O)c2ccc(C(=O)N3CCc4ccccc4C3)cc21 (stereo not given)
→ -0.3, -8, -0.8, -2
NC(=S)N/N=C1\CC(n2nnnc2-c2ccccc2Cl)C2COC1O2 (stereo not given)
→ 3.9, 0, -0.1, -1
CC(C)Nc1ccc(C(N)=O)cc1[N+](=O)[O-]
→ 0.5, -5, -0.2, -4
CC(=O)c1c(C)n(-c2ccccc2Br)c2ccc(O)cc12
→ -0.4, -8, 0.3, 13
CN(c1ccc(C(=O)NCCSC(C)(C)C)cc1)S(=O)(=O)c1ccc(Cl)cc1
→ 0.3, -2, -0.1, 1
CCN1C2=C(C(=O)CCC2)C(c2cccc(O)c2)C2=C1CCCC2=O
→ -0.7, 10, 0.6, 5
Cc1ccc(S(=O)(=O)NCCSc2nncn2C)cc1
→ 0.4, 9, 0.5, 21
Cc1cc(N2CCN(c3ccccc3)CC2)n2nnnc2n1
→ 0.6, 7, 0.0, 12
CCOCCCNC(=O)NC(C)c1c(-n2cccc2)sc2c1CCCC2 (stereo not given)
→ 0.5, 2, 0.1, 7
C=C(C)CN(CC)C(=O)CC1C(=O)NCCN1C (stereo not given)
→ -0.3, -4, 0.1, -22
CCOc1ccc(NC(=O)COc2ccc3c(c2)oc(=O)c2ccccc23)cc1
→ 0.9, -3, -0.1, 0
CCOC(=O)c1c(C)nsc1Nc1ccc([N+](=O)[O-])cc1
→ -1.1, -1, 0.6, -7
C(#CC1C=Cc2ccccc2O1)c1ccccc1 (stereo not given)
→ 0.4, -32, 0.0, -9
CCOc1cc(C2C(C(=O)OCc3ccccc3)=C(C)NC3=C2C(=O)CC(c2ccc(OC)cc2)C3)ccc1OC(C)=O (stereo not given)
→ -0.9, 2, 0.0, -5
Cc1cc(=O)nc2c3ccccc3n(C(C)C(=O)Nc3ccc(C(C)C)cc3)n12 (stereo not given)
→ -0.8, -2, 0.3, 5
Cc1cc(=O)nc2c3ccccc3n(C(C)C(=O)Nc3c(F)c(F)cc(F)c3F)n12 (stereo not given)
→ 0.0, -9, 0.2, -8
O=C(CNC(=O)c1ccc(Cl)cc1)Nc1ccc(F)cc1
→ 1.7, 3, 0.1, 8
N#Cc1cc2c(N)c(C(=O)OCc3ccccc3)sc2nc1N
→ 0.8, -26, -0.2, -4
NC(=O)NC(Cc1ccccc1)C(=O)NCC(F)(F)F (stereo not given)
→ -1.5, 1, 0.1, -8
CC(=O)c1ccc(NC(=O)C2COc3ccccc3O2)cc1 (stereo not given)
→ 1.4, -23, -0.1, 6
Cc1ccc(C(=O)Nc2nnc(CCS(=O)(=O)c3ccc(C)cc3)s2)cc1
→ -0.2, -17, 0.3, -8
Cc1ccn2c3c(c(C(=O)OC(C)C)c2c1)C(=O)c1ccccc1C3=O
→ 0.6, 0, -0.2, 0
C/C(=N\N=C1\NC(=O)CC(C(=O)Nc2cccc(C(=O)O)c2)S1)c1ccccc1 (stereo not given)
→ 0.4, 6, 0.3, 8

(further entries)
Values run as follows: GPR151 ag, TEAD-YAP inh, FBW7 activator, MITF primary
O=C1C=C(O)CC(c2cccs2)C1 (stereo not given)
→ -0.2, -2, 0.0, 2
NC(N)=NCCCCN=C(N)N
→ -0.3&0.1&0.4, 0&0, -0.1&-0.1&-0.2, 9&-4&-16
CC1=C(C(=O)OCCOC(C)C)C(c2cccc(Cl)c2Cl)C2=C(CCCC2=O)N1 (stereo not given)
→ -1.1, 19, 0.3, -20
Cc1cc(=O)oc2c(C)c3oc(C(=O)c4ccc(Cl)cc4)c(-c4ccccc4)c3cc12
→ -1.4, 0, -0.2, -9
Cc1ccc(-c2nc3cccnc3s2)cc1NS(=O)(=O)c1ccc(Br)cc1
→ 2.8, -16, 0.0, 12
C/C(=N\NC(=S)Nc1c(C)n(C)n(-c2ccccc2)c1=O)c1cccs1
→ 0.2, 3, -0.1, 7
COc1cccc(/C=N/NC(=O)c2nc(N)n[nH]2)c1OC
→ -1.1, -3, -0.3, 3
CCS(=O)(=O)Nc1ccc(C2=NN(C(=O)c3cccs3)C(c3cccs3)C2)cc1 (stereo not given)
→ -0.3, 5, 0.3, 23
COc1cccc(Oc2nc3c(c(=O)n(Cc4ccccc4F)c(=O)n3C)n2C)c1
→ 0.1, -5, 0.2, 12
Cc1nc2ccccc2n1CC(=O)NC1CCCC1
→ 1.8, 15, 0.1, 12
COC(=O)CCNc1ccc(S(=O)(=O)Nc2ccc(OC)cc2)cc1[N+](=O)[O-]
→ 0.9, 6, -0.1, 0
CCOc1ccc(N2C(=O)CC(S/C(N)=N/N=C/c3ccccc3O)C2=O)cc1 (stereo not given)
→ 0.4, 5, 0.3, -5
c1ccc2c(-c3cnc4c(N5CCOCC5)nccn34)cccc2c1
→ -0.9, -7, 0.4, 20
COCCNc1nnc(-c2ccccn2)s1
→ 1.0, -40, 0.2, -1
CCN1CCN(C(=O)c2cnn(-c3nc(C)c(C)c(=O)[nH]3)c2C)CC1
→ -1.5, -1, -0.3, 10
CCOC(=O)c1ccc(-n2c(N)c(C(=O)N3CCCCC3)sc2=S)cc1
→ -1.3, -4, -0.2, 22
CCc1ccc(/C=C2\SC(N3CCOCC3)=NC2=O)cc1
→ 0.3, 13, 0.0, 5
O=S(=O)(NCCc1nnc2ccc(SCc3ccccc3)nn12)c1ccccc1
→ -0.9, 2, 1.0, 3
COc1ccc(S(=O)(=O)N(CC(=O)Nc2ccccc2)c2ccc(C)cc2)cc1
→ -1.0, 9, 0.1, 23
COc1ccnc2c(NC(=O)CN3C(=O)C4C5C=CC(C6CC56)C4C3=O)cccc12 (stereo not given)
→ 1.1, -5, 0.1, 10
COc1ccc(C(=O)NNC(=O)c2cccc(C)c2O)cc1
→ -3.0, -30, -0.3, -3
Cc1cc(C)c(S(=O)(=O)N2CCC(C(=O)NC(C)(C)C)CC2)c(C)c1
→ -1.4, 3, 0.0, -8
CCOC(=O)C1(Cc2ccccc2)CCN(Cc2nccn2CC)CC1
→ -1.7, 2, -0.1, -3
Cc1cc(C)c(NC(=O)/C(C#N)=C\c2ccc(C)o2)c(C)c1
→ 0.6, -13, -0.1, 8
O=C1C=Cc2ccccc2/C1=C/c1[nH]c(=S)[nH]c1O
→ 4.2, -20, 0.0, 11
Cc1ccc2c(c1)CN(CCNC(=O)c1cccc(Cn3cccn3)c1)CC(C)O2 (stereo not given)
→ -0.6, 2, 0.8, -1
CCCN1CCN(C(=O)c2cc(OC)c(OC)c(OC)c2)CC1
→ -0.1, 4, -0.2, -11
COCCn1c(=NC(=O)c2ccno2)sc2cccc(F)c21
→ -0.6, 7, 0.3, 9
CC(=O)c1ccc(OCCCC(=O)Nc2ccc(F)cc2F)cc1
→ -0.2, -6, 0.2, 0
Clc1cccc(-c2ccc(OCCN3CCOCC3)nc2)c1
→ -1.0, -48, 0.0, 19

Next section, overlapping the part above by two compounds.
Values run as follows: GPR151 ag, TEAD-YAP inh, FBW7 activator, MITF primary
CC(=O)c1ccc(OCCCC(=O)Nc2ccc(F)cc2F)cc1
→ -0.2, -6, 0.2, 0
Clc1cccc(-c2ccc(OCCN3CCOCC3)nc2)c1
→ -1.0, -48, 0.0, 19
COc1ccc(N2C(=O)c3ccc(Oc4ccc(N5C(=O)c6ccc(C(=O)O)cc6C5=O)cc4)cc3C2=O)cc1
→ 1.1, 5, 0.4, 12
Cc1cccc(N2C(=O)C3ON(c4ccccc4C)C(c4cccs4)C3C2=O)c1 (stereo not given)
→ 1.1, -2, 0.0, -12
O=C(NCCN1Cc2ccccc2OC(c2ccccc2)C1)c1ccnc(Cl)c1 (stereo not given)
→ 1.4, 3, 0.1, 17
CC12C=CC(O1)C1C(=O)N(c3ccccc3Cl)C(=O)C12 (stereo not given)
→ -0.4, 6, -0.1, 5
CN(C)C(=O)c1ccc(NC(=O)CSc2nnc(COc3ccc(F)cc3)o2)cc1
→ 0.2, -4, 0.0, -14
NC(=S)N/N=C/c1sc(=O)[nH]c1-[n+]1ccc(-c2ccncc2)cc1
→ 0.4, 3, 0.0, 15
O=C(CC12CC3CC(CC(C3)C1)C2)Nc1ccc2oc(-c3ccncc3)nc2c1
→ -1.1, -2, 0.1, 7

Exported with each value named: entries from further up.
CC(CCn1cccn1)NCc1c(C(=O)N2CCCCCCC2)nc2ccc(Cl)cn12 (stereo not given)
  GPR151 ag = -0.8; TEAD-YAP inh = -4; FBW7 activator = 0.0; MITF primary = 8

C=CCn1c(SCc2ccc(OC(F)(F)F)cc2)nc2ccccc2c1=O
  GPR151 ag = 3.3; TEAD-YAP inh = 5; FBW7 activator = 0.5; MITF primary = 6

Cc1c(C(=O)Nc2cccc3nsnc23)cccc1[N+](=O)[O-]
  GPR151 ag = 0.1; TEAD-YAP inh = -7; FBW7 activator = 0.1; MITF primary = 2

O=C(Nc1nc(-c2ccc(Cl)c(Cl)c2)cs1)C1CC1
  GPR151 ag = 0.5; TEAD-YAP inh = -25; FBW7 activator = -0.2; MITF primary = 18
